# OX1R antag-1 – antagonists of human orexin 1 receptor (OX1R). O43613. OX1R-expressing cells, FRET antagonist read-out. inhibition, % at 6.6 µM. hit rate 1.8% among 330,000. AID 485270; in the data active = inhibition mostly above about 38%, no sharp cut-off; inactive = mostly below about 40%;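 note: 0% = agonist challenge alone and 100% = reference antagonist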
# Target sequence (O43613 whole entry, looked up): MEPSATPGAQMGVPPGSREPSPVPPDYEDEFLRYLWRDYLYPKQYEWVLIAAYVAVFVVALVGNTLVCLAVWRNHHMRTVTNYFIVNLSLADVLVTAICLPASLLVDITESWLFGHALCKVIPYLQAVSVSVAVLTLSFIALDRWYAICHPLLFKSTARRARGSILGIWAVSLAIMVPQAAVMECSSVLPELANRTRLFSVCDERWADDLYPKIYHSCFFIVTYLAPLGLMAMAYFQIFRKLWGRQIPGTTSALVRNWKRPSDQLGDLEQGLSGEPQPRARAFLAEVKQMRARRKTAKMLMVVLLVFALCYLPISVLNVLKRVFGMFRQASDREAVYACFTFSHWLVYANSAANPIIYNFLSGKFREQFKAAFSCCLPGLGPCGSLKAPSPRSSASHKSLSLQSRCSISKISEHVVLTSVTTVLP
# CHT allo act – allosteric activators of human choline transporter CHT; hit rate 0.49% among 310,000; B-score at 10 µM; CHT-expressing cells, membrane potential dye, choline EC20; hits give high values; LV-AA mutant CHT in HEK293 cells;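 active = initial fluorescence not abnormally high and integrated response B-score, plate-corrected, over 3 SD above library mean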
# Target sequence (Q9GZV3 whole entry, looked up): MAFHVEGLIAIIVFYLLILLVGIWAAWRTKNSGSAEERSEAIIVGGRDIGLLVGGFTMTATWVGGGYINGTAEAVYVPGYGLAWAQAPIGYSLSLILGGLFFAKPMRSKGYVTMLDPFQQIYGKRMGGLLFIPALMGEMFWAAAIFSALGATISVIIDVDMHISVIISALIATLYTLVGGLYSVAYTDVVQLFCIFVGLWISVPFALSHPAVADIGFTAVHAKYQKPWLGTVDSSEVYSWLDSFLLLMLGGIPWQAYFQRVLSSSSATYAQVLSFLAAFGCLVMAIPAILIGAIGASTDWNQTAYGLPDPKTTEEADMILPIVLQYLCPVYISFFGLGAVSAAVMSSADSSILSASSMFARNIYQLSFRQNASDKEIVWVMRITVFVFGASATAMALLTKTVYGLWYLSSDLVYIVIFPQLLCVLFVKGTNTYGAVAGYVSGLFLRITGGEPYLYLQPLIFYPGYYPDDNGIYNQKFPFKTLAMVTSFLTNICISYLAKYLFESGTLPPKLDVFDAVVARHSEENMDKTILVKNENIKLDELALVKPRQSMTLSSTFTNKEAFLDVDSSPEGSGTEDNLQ
# OX1R antag-2 – antagonists of human orexin 1 receptor | O43613 | CHO/OX1R cells, Fluo-8 calcium fluorescence, orexin A | inhibition, % at 5 µM | hit rate 0.43% among 330,000 | AID 434989;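 active = inhibition above its plate's threshold, mean inhibition of all tested compounds on the plate plus 3 SD, cut at about 37% in these data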;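 note: 0% = orexin A challenge wells and 100% = SB-334867-A antagonist wells; not every result past the cut was called active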
# Starred values were filed as active, the others as inactive; i = inactive; . = not tested or not shown. Compounds as they come. About 2.5% of those tested had a hit in this group.
SMILES,OX1R antag-1,CHT allo act,OX1R antag-2
CCOC(=O)C1=NOC(CNC(=O)C2=NOC(CNC(=O)c3c(-c4ccccc4Cl)noc3C)C2)C1 (centres undefined),16,i,-13
O=CNCc1nc2ccccc2n1CCCc1ccccc1,14,i,-3
CCOc1cc(N2CCOCC2)c(OCC)cc1NC(=O)C1=COCCO1,1,.,-13
Cc1ccc(NC(=O)C2=C(O)CCn3c2nc2ccccc23)cc1,4,i,-20
NS(=O)(=O)c1ccc(CCNC(=O)c2ccccc2F)cc1,2,i,4
COc1ccc(N)cc1C#N,6,i,-24
CC1(C2CC2)NC(=O)N(CC(=O)N2CCN(S(=O)(=O)c3ccc(F)c(F)c3)CC2)C1=O (centres undefined),1,.,-24
COc1cccc(C(=O)NCCCNC(=O)c2cccnc2)c1,11,i,-26
CCc1ccc(CNC(=O)C2CCCN(c3nnc(C)c4c(C)n(-c5ccccc5)nc34)C2)cc1 (centres undefined),0,i,-32
Cc1cc(C)n(-c2cc(N3CCN(C(=O)c4cccc(F)c4)CC3)ccc2[N+](=O)[O-])n1,22,i,-36
COc1ccc(NC2CS(=O)(=O)CC2OC(=O)c2ccc(F)cc2)cc1 (centres undefined),-5,i,-12
O=C(Cc1ccccn1)Nc1ccccc1,13,i,-7
CCN(CC)C(=O)c1ccc(S(=O)(=O)Cc2ccc(C)cc2)c([N+](=O)[O-])c1,18,i,-14
O=C(CN1C(=O)c2cccc3cccc1c23)NCc1ccc2c(c1)OCO2,25,i,-19
CN(/N=C/c1cc(Br)cc(Br)c1O)c1ccccc1,2,i,-17
CCc1ccc(/C=C2\SC(=S)N(CCC(=O)N3CCN(C)CC3)C2=O)cc1,25,i,-34
COc1cc(C(=O)NCc2nnc(SCC(=O)NC3CCCCC3)o2)cc(OC)c1OC,1,i,15
OC(COC(c1ccc(Cl)cc1)c1ccc(Cl)cc1)CN1CCc2ccccc2C1 (centres undefined),-6,i,-41
CCCCNC(=O)Nc1nnc(-c2ccc(OCC)cc2)o1,7,i,-18
CCN(CC)S(=O)(=O)c1cccc(C(=O)NNC(=O)C2=NN(c3ccccc3)C(=O)CC2)c1,9,i,-13
Cc1ccc(Cl)c(OCC(=O)Nc2cccnc2)c1,26,i,0
Cc1ccc(CNC(=O)CN2C(C)CCCC2C)cc1 (centres undefined),5,i,-15
OCCCN1CCN(CCCOc2ccccc2-c2ccccc2)CC1,2,i,-15
CC(=O)COc1ccc2c(-c3ccccc3)cc(=O)oc2c1C,4,i,-15
O=C(NNC(=O)c1cc(F)c(F)cc1Cl)c1ccc(NS(=O)(=O)c2cccs2)cc1,3,.,22

# (listing goes on)
SMILES,OX1R antag-1,CHT allo act,OX1R antag-2
COc1ccc2c(c1OC)C(=O)OC2N1C(=O)CC[C@H]1C(=O)NCC1CCCO1 (some centres undefined),12,i,-6
COc1ccc(CC(=O)O/N=C(\N)Cc2cccc3ccccc23)cc1,16,i,-7
COCCCNc1nc2c(c(=O)[nH]c(=O)n2C)n1CC(O)COc1ccccc1 (centres undefined),21,i,-11
CCCCC(=O)Nc1nc(-c2ccc(S(=O)(=O)N3CCOCC3)cc2)cs1,8,i,-16
Cc1ccc(C(=O)N2CCN(c3ncnc4c(-c5ccccc5)nsc34)CC2)cc1,8,i,-2
Cc1cc(NC(=O)CSc2nnc(-c3ccc4c(c3)OCCO4)o2)no1,2,i,-8
COCCCNC(=O)CC1C(=O)N(Cc2ccccc2)C(C)c2nc3ccccc3n21 (centres undefined),5,i,-9
O=C(COc1ccc([N+](=O)[O-])cc1)NCc1ccncc1,39,i,-12
O=C(CNC(=O)c1ccccc1)OCC(=O)c1ccccc1Cl,19,i,-12
Cc1cc2c(cc1C)NC1=C(N2)OC(c2cccc(O)c2)C1=O (centres undefined),8,i,-22
CCN(CC)c1ccc(/C=N\NC(=O)c2cccc3cc[nH]c23)cc1,51*,i,-2
COC(=O)CC/C(O)=C1\C(=O)CC(C)(C)CC1=Nc1ccccc1OC,24,i,-20
Cc1cc(C)c2c(=O)n(CC(=O)NCCCN3CCN(c4ccccc4F)CC3)sc2n1,2,i,39
CCOP(=O)(c1ccccc1)c1nc(-c2ccc(F)cc2)oc1N1CCCCC1 (centres undefined),7,i,-37
Cc1nnc(SC(=O)N2c3ccccc3Sc3ccccc32)s1,19,i,14
COc1ccc(NC(=O)CSc2ccc(-c3ccco3)nn2)c(OC)c1,30,i,-44
CC1CCCN(Cc2c(O)ccc3c(=O)c(-c4nc5ccccc5s4)c(N)oc23)C1 (centres undefined),20,i,-18
c1ccc(-c2cnnc(N3CCOCC3)n2)cc1,33,i,-11
Cc1ccc(C(=O)Nc2cccc(-c3nc4ncccc4o3)c2)cc1,30,i,-22
CCc1c(C)sc(NC(=O)c2cc(-c3ccc(O)cc3)on2)c1C#N,11,i,-18
CCOC(=O)C1CCN(C(=S)Nc2ccc(C)cc2)CC1,11,i,-7
c1ccc(CC2CCCNC2)cc1 (centres undefined),15,i,-10
CN(C)C(CNC(=O)c1ccc(OCc2cn3ccccc3n2)cc1)c1ccco1 (centres undefined),2,.,-41
Cc1cc(NC(=O)CSc2nc3ccccc3s2)no1,22,i,-12
CCOc1ccccc1NC(=O)COC(=O)CC(C)(C)CC1=NS(=O)(=O)c2ccccc2N1,13,i,-12

# Further records follow:
SMILES,OX1R antag-1,CHT allo act,OX1R antag-2
O=C(O)CCn1c(Cc2ccccc2)nc2ccccc21,-5,i,-14
CC(=O)NNC(=O)CCn1nnc(-c2ccc(Cl)cc2)n1,-6,i,-12
Cc1onc(-c2ccccc2)c1C(=O)Nc1cccc(OC(C)C)c1,19,i,-30
COc1ccc(NC(=O)N2CCCC2)cc1OC,8,i,-5
Cc1nc(N2CCN(C(=O)c3ccco3)CC2)c2c3c(sc2n1)CCC3,13,i,-25
CC(=O)Nc1ccc(/C=N/Nc2ccc(C(=O)c3c(C)cc4ccccn34)cc2[N+](=O)[O-])cc1,9,i,-6
CCc1c(C)nc(SCC(=O)N2CCN(c3ccccc3)CC2)[nH]c1=O,25,i,-16
COc1ccc(C(=O)CSc2nc3nc(C)cc(C)n3n2)cc1OC,17,i,2
Cc1cccc(N2CCN(C(=O)c3cc(C)oc3C)CC2C)c1 (centres undefined),12,i,-9
Cn1c(-c2nonc2N)nc2ccccc21,5,i,9
O=C(c1cncc(Br)c1)N1CCN(c2ccc(N3CCOCC3)nn2)CC1,17,i,-7
Cc1cc(C)c2c(N)c(C(=O)NN3CC(=O)N(c4ccccc4)CC3=O)sc2n1,8,i,-19
CCOc1ccc(C(C(=O)NC2CCCCC2)N(CCOC)C(=O)c2snc(C(N)=O)c2N)cc1 (centres undefined),12,i,-31
O=C(Nc1cccc(-c2cccc(Cl)c2)c1)C1CCN(CC2CCOC2)CC1 (centres undefined),27,i,-20
Cc1ccc2[nH]c(C(=O)O)c(NC(=O)c3ccccc3[N+](=O)[O-])c2c1,20,i,-5
COc1cc(C(=O)Nc2cccc(NC(=O)c3ccccc3)c2)cc(OC)c1OC,8,i,-16
COCCCN1C(=O)C(=O)/C(=C(/O)c2ccc(OCC(C)C)cc2)C1c1cccnc1 (centres undefined),3,i,-8
COc1ccc([C@H]2CC(=O)C=C(c3ccc4c5c(cccc35)CC4)C2)cc1,0,.,-21
CCOC(=O)C1CCN(CC(=O)Nc2ccc(OC)c(Cl)c2)CC1,9,i,-27
c1ccc(-c2csc(N3CCSCC3)n2)cc1,26,i,-15
CN(C(=O)c1ccno1)c1nnc(-c2ccccn2)s1,6,i,10
O=S(=O)(c1ccc2c(c1)OCCO2)N1CCN(S(=O)(=O)c2ccco2)CC1,12,.,-2
CC(=O)N[C@@H](Cc1c[nH]c2ccccc12)C(=O)OCC(=O)Nc1ccc(Cl)c(S(=O)(=O)N(C)C)c1,54*,i,23
CCOc1cccc2cc(C(=O)N3CCc4ccccc43)c(=O)oc12,15,i,-27
Nc1ccc2c(c1)Oc1ccccc1C=C2,5,i,-2

# Carrying on.
SMILES,OX1R antag-1,CHT allo act,OX1R antag-2
Cc1ccc(C)c(NC(=S)Nc2ccc(S(=O)(=O)Nc3ncccn3)cc2)c1,14,i,3
CC(=O)C1=C(C)Nc2ncnn2C1c1ccc(Cl)cc1 (centres undefined),11,i,-21
COC(=O)c1cc(CSc2ncnc3sccc23)oc1C,8,i,-20
CCOC(=O)CNC(=O)Cn1c(C)cc2ccccc2c1=O,25,i,-7
CN([C@@H](C(=O)OC(C)(C)C)c1ccccc1)S(=O)(=O)c1cccc(S(=O)(=O)N(C)[C@@H](C(=O)OC(C)(C)C)c2ccccc2)c1,11,i,-18
COc1ccc(CN2CCNC(=O)C2CC(=O)N(C)CCC2CCOCC2)c(OC)c1 (centres undefined),12,i,-17
CC1(C)NC(=O)N(CC(=O)OCC(=O)NC(=O)c2ccccc2)C1=O,20,i,2
O=C(CSc1ccccc1)Nc1ccncc1,17,i,-13
CCOC(=O)N1CCN(C(=O)c2ccc3c(=O)n(CCC4=CCCCC4)c(=S)[nH]c3c2)CC1,8,i,-26
C[C@@H](C(=O)NCC1CC1)[C@H]1C[C@]1(C)[C@H](NC(=O)OCc1ccccc1)c1ccccc1,18,i,-44
CC(=O)OCCNC(=O)c1cc2ccccc2oc1=O,70*,i,2
COc1ccc(C(=O)n2nc(C)cc2C)cc1OC,5,i,-11
Cc1nc2c(s1)sc1ccccc12,5,i,10
C=CCOC(=O)C1=C(C)NC(=O)NC1c1ccc2c(c1)OCO2 (centres undefined),7,i,-13
CCOCCOC(=O)C1=C(C)NC2=C(C(=O)CC(c3cccs3)C2)C1c1ccsc1 (centres undefined),4,i,-12
Cc1[nH]c2ccccc2c1C(=O)C(C)OC(=O)c1ccc(Cl)nc1 (centres undefined),13,i,-23
COc1ccc(CC(=O)N2CCc3cc(OC)c(OC)cc3C2O)cc1OC (centres undefined),17,i,-14
COc1ccc(Cn2c(C)c(C)c(C#N)c2NC(=O)Nc2cccc(Cl)c2)cc1,14,i,-28
CSc1ccccc1-c1nnc(-c2ccc(C)cc2)o1,55,i,2
CCOC(=O)C(C)NC(=O)Cn1ncc2c(=O)oc3ccc(C)cc3c21 (centres undefined),24,i,12
Cc1cc(C)c(C)c(S(=O)(=O)N2CCC(C(=O)Nc3ccc(S(=O)(=O)N4CCOCC4)cc3)CC2)c1C,-4,i,-6
CN(C)C(=O)c1cn(-c2ccccc2)nc1-c1cccc([N+](=O)[O-])c1,17,i,-37
CC(=O)c1cccc(NC(=O)C(C)N(C)CC(=O)Nc2ccc(Cl)cc2)c1 (centres undefined),20,i,-29
COc1ccc(NC(=O)Cn2nc(C(F)(F)F)c3c2CCCC3)cc1OC,7,i,-1
CC(C)CC(=O)NS(=O)(=O)c1ccc(N)cc1,7,i,-8

# Some of these compounds in order of length of the SMILES, highest first.
SMILES,OX1R antag-1,CHT allo act,OX1R antag-2
CN([C@@H](C(=O)OC(C)(C)C)c1ccccc1)S(=O)(=O)c1cccc(S(=O)(=O)N(C)[C@@H](C(=O)OC(C)(C)C)c2ccccc2)c1,11,i,-18
Cc1cc(C)c(C)c(S(=O)(=O)N2CCC(C(=O)Nc3ccc(S(=O)(=O)N4CCOCC4)cc3)CC2)c1C,-4,i,-6
C[C@@H](C(=O)NCC1CC1)[C@H]1C[C@]1(C)[C@H](NC(=O)OCc1ccccc1)c1ccccc1,18,i,-44
CCOC(=O)N1CCN(C(=O)c2ccc3c(=O)n(CCC4=CCCCC4)c(=S)[nH]c3c2)CC1,8,i,-26
CCOCCOC(=O)C1=C(C)NC2=C(C(=O)CC(c3cccs3)C2)C1c1ccsc1 (centres undefined),4,i,-12
CN(C)C(=O)c1cn(-c2ccccc2)nc1-c1cccc([N+](=O)[O-])c1,17,i,-37
COc1ccc(Cn2c(C)c(C)c(C#N)c2NC(=O)Nc2cccc(Cl)c2)cc1,14,i,-28
COc1ccc(CN2CCNC(=O)C2CC(=O)N(C)CCC2CCOCC2)c(OC)c1 (centres undefined),12,i,-17
CC1(C)NC(=O)N(CC(=O)OCC(=O)NC(=O)c2ccccc2)C1=O,20,i,2
CCOC(=O)C(C)NC(=O)Cn1ncc2c(=O)oc3ccc(C)cc3c21 (centres undefined),24,i,12
COc1ccc(NC(=O)Cn2nc(C(F)(F)F)c3c2CCCC3)cc1OC,7,i,-1
COc1ccc(CC(=O)N2CCc3cc(OC)c(OC)cc3C2O)cc1OC (centres undefined),17,i,-14
C=CCOC(=O)C1=C(C)NC(=O)NC1c1ccc2c(c1)OCO2 (centres undefined),7,i,-13
CCOC(=O)CNC(=O)Cn1c(C)cc2ccccc2c1=O,25,i,-7
COC(=O)c1cc(CSc2ncnc3sccc23)oc1C,8,i,-20
CC(=O)OCCNC(=O)c1cc2ccccc2oc1=O,70*,i,2
COc1ccc(C(=O)n2nc(C)cc2C)cc1OC,5,i,-11
O=C(CSc1ccccc1)Nc1ccncc1,17,i,-13
Cc1nc2c(s1)sc1ccccc12,5,i,10

# Ordered by length of the SMILES (low to high): part of the list above.
SMILES,OX1R antag-1,CHT allo act,OX1R antag-2
CC(=O)OCCNC(=O)c1cc2ccccc2oc1=O,70*,i,2
COc1ccc(NC(=O)Cn2nc(C(F)(F)F)c3c2CCCC3)cc1OC,7,i,-1
CCOC(=O)C(C)NC(=O)Cn1ncc2c(=O)oc3ccc(C)cc3c21 (centres undefined),24,i,12

# Continued.
SMILES,OX1R antag-1,CHT allo act,OX1R antag-2
O=C(Nc1ccc(F)cc1)c1cncs1,4,i,-6
Cn1c(=O)c(=O)n(C)c2cc(S(=O)(=O)N3CC(=O)N(CCc4ccccc4)C(=O)C3)ccc21,10,i,-7
COc1cc(/C=N/NC(=O)CCN2CCN(Cc3ccccc3)CC2)cc(OC)c1OC,6,i,-10
CCN1c2cccc3cccc(c23)S1(=O)=O,13,i,0
Cc1ccc2nsnc2c1NC(=O)c1ccc([N+](=O)[O-])cc1,38,i,-12
CC(=O)Cc1nsc(NC(=O)c2cc(-c3ccccc3Cl)oc2C)n1,18,i,-36
COC(=O)CNC(=O)C1CCN(C(=O)OCc2ccccc2)CC1,7,i,-10

# Compound activity (PubChem)
